Screening results (PubChem)
DRD3 agonist – activates the human D3 dopamine receptor; P35462; D3R DiscoveRx beta-arrestin cells, luminescence, 90 min; max activation, %; actives 0.58% (n = 410,000); AID 652048; in the data active = max activation above about 30%; also: 0% is about no effect; mostly tested at two doses, the higher about 12 µM
Target sequence (P35462 whole entry, looked up): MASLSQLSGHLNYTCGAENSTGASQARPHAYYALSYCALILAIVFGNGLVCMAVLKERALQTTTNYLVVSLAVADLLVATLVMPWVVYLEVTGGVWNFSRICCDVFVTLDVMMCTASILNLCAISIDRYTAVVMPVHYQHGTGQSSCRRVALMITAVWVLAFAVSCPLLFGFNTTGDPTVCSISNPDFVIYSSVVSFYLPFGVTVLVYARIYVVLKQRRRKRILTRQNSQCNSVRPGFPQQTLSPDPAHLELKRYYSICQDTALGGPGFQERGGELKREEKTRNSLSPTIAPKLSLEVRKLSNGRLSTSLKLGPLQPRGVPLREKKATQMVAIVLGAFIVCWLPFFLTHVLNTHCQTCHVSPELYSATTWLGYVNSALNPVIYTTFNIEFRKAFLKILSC
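Agonist mode: compounds and dopamine controls were applied to plated cells for 90 min at 37 degrees C after an overnight attachment at 1500 cells/well. Luminescent read-out followed 30 - 60 minutes at room temperature with DiscoveRx detection reagent.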
EPAC2 antag – blocks human EPAC2 exchange factor | Q8WZA2 | AID 720708 | EPAC2 GEF exchange of Rap1B-BODIPY-GDP, fluorescence | actives 0.18% (n = 360,000) | Potency, µM (doses to about 114 µM), without a hit: at the top dose activity, negative = inhibition, most hits filed as inhibitors; also: potency is read from the fitted curve at half-maximal effect; % is scaled to controls: 0 for no effect and ±100 for the full control effect; nearly all actives have a fitted effect of over 45% in size; many of its hits are not listed in these tables
FUS yeast rescue – FUS proteinopathy suppression in yeast; Potency, µM (top dose mostly 76.6 µM), for the others: at the top dose growth rescue (activation), usual class: activators; actives 0.24% (n = 390,000); S. cerevisiae FUS-expressing, growth rescue, OD600, 24 h; AID 1347120;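 also: potency is read from the fitted curve at half-maximal effect; plate controls were DMSO vehicle for no effect and reference control for full effect; nearly all actives have a fitted effect of over 55% in size; some results filed as inactive show a strong effect at the top dose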
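Steps: raffinose overnight preculture; dilution to OD 0.005 in 2% galactose minimal medium; compound addition (concentration series); 24hr at 30C, 99% humidity; absorbance read at 600 nm.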
EPAC2 ag – agonists of human EPAC2 (RAPGEF4). Potency, µM (titrated, usually from 154 µM), without a hit: at the top dose activation, hits mostly activators. EPAC2 activation, biochemical qHTS; response scale: 100% = 6.5 mM cAMP response. actives 0.079% (n = 360,000); also: potency is read from the fitted curve at half-maximal effect; nearly all actives have a fitted effect of over 50% in size
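qHTS, titration series. 100 nM EPAC2 / 250 nM Rap1B-BODIPY-GDP / 50 uM GDP; RT; ex 480/em 540 nm, 5-min reads to 30 min. Norm. to 6.5 mM cAMP = activation.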
D3 antag – D3 dopamine receptor (human) antagonism; P35462; AID 652054; D3R cells, DiscoveRx beta-arrestin luminescence, antagonist mode; active compounds read low; actives 2.5% (n = 360,000); max response, negative = inhibition, %; in the data active = max response below about -50%; inconclusive = no clear call, values can overlap the other calls; also: % is scaled to controls: 0 for no effect and ±100 for the full control effect; mostly tested at two doses, the higher about 12 µM
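Cells expressing the human receptor were seeded at 1500 cells/well, incubated overnight at 37 degrees C in 5% CO2, then exposed to library compounds with dopamine controls for 90 minutes at 37 degrees C before luminescent detection.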
TDP43 rescue – rescues yeast growth from TDP-43 toxicity. TDP-43 expressing yeast growth rescue, BacTiter-Glo, 24 h. Potency, µM (titrated, usually from 46.1 µM), for inactives: at the top dose growth rescue (activation), usual class: activators. actives 1.8% (n = 410,000); also: potency is read from the fitted curve at half-maximal effect; % of control where 0% means no effect; nearly all actives have a fitted effect of over 50% in size
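Readout is BacTiter-Glo luminescence of cell growth, so inhibitors register as activators. TDP-43-expressing yeast at OD600=0.02 in galactose medium, after raffinose pregrowth to mid-log, were incubated with compound for 24 hr at 30 deg C.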
Abeta yeast res – A-beta toxicity reversal in yeast; yeast expressing A-beta42, growth rescue, OD600, 48 h; response scale: 0% DMSO, 100% iron-clioquinol control; Potency, µM (highest dose often 46.1 µM), without a hit: at the top dose growth rescue, actives largely listed as activators; actives 0.063% (n = 410,000); AID 1347071; also: potency is read from the fitted curve at half-maximal effect; nearly all actives have a fitted effect of over 55% in size
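Growth rescue measured by 600 nm absorbance after 48 h yeast culture at 30 C with compound. Values normalized between DMSO and an equimolar ferric chloride plus clioquinol control.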
aSyn yeast inh – rescues yeast growth from alpha-synuclein toxicity. Yeast expressing alpha-synuclein, growth rescue, BacTiter-Glo, 24 h. Potency, µM (doses to about 46.1 µM), inactives show at the highest dose growth rescue (activation), usual class: activators. actives 0.14% (n = 370,000). AID 652106; also: potency is read from the fitted curve at half-maximal effect; % of control where 0% means no effect; nearly all actives have a fitted effect of over 65% in size
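Rescue of yeast growth: cells expressing toxic alpha-synuclein, induced in galactose at OD600 0.02, incubated with compound 24 h at 30 C. ATP luminescence quantified growth; inhibitors of toxicity appear as activators.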
* hit, by the source's call; ? = inconclusive; · = no result given; [ ] = dose if it differs, or a comment. Unless noted, calls follow the shape of the dose curve; as a rule, active = well fitted curve in the direction sought with a large enough effect; inconclusive = small, poorly fitted or top-dose-only effect, or another doubt; inactive = no such curve, though single readings can be large; an effect the other way counts as inactive or inconclusive.

SMILES	DRD3 agonist	EPAC2 antag	FUS yeast rescue	EPAC2 ag	D3 antag	TDP43 rescue	Abeta yeast res	aSyn yeast inh
Nc1ccn([C@@H]2O[C@H](C(=O)N3CCCN(Cc4cccs4)CC3)[C@@H](O)[C@H]2O)c(=O)n1	4.0	10.5%	-22.5%	1.0%	9.9	4.4%	-7.6%	-8.9%
COc1ccc2cc(C(=O)C3CCCN(C(=O)c4sc(C)nc4C)C3)ccc2c1 (stereo not given)	3.7	-15.2%	40.2%	9.4%	7.2	?	-12.9%	10.5%
CCN(C(=O)Cn1nc(C)n2c(cc3cc(C)ccc32)c1=O)c1ccccc1	2.1	-14.3%	22.3%	4.8%	-1.4	-1.0%	13.8%	5.7%
CC(C)CC(=O)CN1C(=O)C2(OCCO2)c2ccccc21	-6.0	9.3%	·	-7.6%	2.7	-2.4%	2.6%	-7.3%
CCN(C(=O)CSc1nc(C)nc2sc3c(c12)CCC3)C1CCS(=O)(=O)C1 (stereo not given)	-6.6	0.3%	29.9%	6.9%	6.1	-21.2%	2.9%	-2.1%
CC1(C(=O)NS(=O)(=O)c2ccc(F)cc2F)CCN1C(=O)Cc1ccccc1 (stereo not given)	-5.4	10.7%	-18.6%	4.6%	-16.9	12.9%	-1.5%	0.0%
Cc1ccc(Oc2ccccc2/C=N/O)cc1	2.3	-12.9%	-13.1%	1.8%	1.7	?	-4.4%	-14.0%
CN(CC(=O)N1CCN(c2ccccn2)CC1)S(=O)(=O)c1ccc(Br)cc1	0.9	8.4%	-9.9%	13.9%	28.0	10.8%	6.2%	-3.4%
O=c1c2ccccc2nc(SCc2nc3ccccc3s2)n1Cc1ccco1	5.9	7.4%	-14.5%	1.7%	-8.4	-16.2%	5.7%	8.5%
CC(C)[C@H](NC(=O)NCCc1ccc(Cl)cc1)C(=O)O	0.0	1.6%	17.7%	13.1%	-5.6	-7.1%	6.3%	-5.3%
CN(C)C=NC(=O)c1[nH]c2ccc(Cl)cc2c1-c1ccccc1	2.9	-29.6%	-20.1%	8.4%	-9.8	?	19.5%	5.9%
C1CCN2CC3CC(CN4CCCC[C@@H]34)[C@H]2C1	7.2	5.8%	-44.4%	-2.1%	-23.1	-12.2%	0.0%	-1.3%

Reprinted from the part before: three compounds, followed by the next part.
SMILES	DRD3 agonist	EPAC2 antag	FUS yeast rescue	EPAC2 ag	D3 antag	TDP43 rescue	Abeta yeast res	aSyn yeast inh
CC(C)[C@H](NC(=O)NCCc1ccc(Cl)cc1)C(=O)O	0.0	1.6%	17.7%	13.1%	-5.6	-7.1%	6.3%	-5.3%
CN(C)C=NC(=O)c1[nH]c2ccc(Cl)cc2c1-c1ccccc1	2.9	-29.6%	-20.1%	8.4%	-9.8	?	19.5%	5.9%
C1CCN2CC3CC(CN4CCCC[C@@H]34)[C@H]2C1	7.2	5.8%	-44.4%	-2.1%	-23.1	-12.2%	0.0%	-1.3%
O=C(CSc1nnc(-c2ccccn2)o1)Nc1cccc(Cl)c1	9.1	-7.6%	13.4%	-5.4%	11.7	-10.9%	-3.5%	2.8%
Cc1ccc(SCCC(=O)OCn2nnc3ccccc3c2=O)cc1	4.4	-13.7%	9.6%	15.7%	6.5	35.5µM*	5.4%	3.6%
CN(Cc1ccccc1)C(=O)COC(=O)c1cc(Cl)nc(Cl)c1	2.3	-11.8%	-2.8%	-1.0%	-7.8	-4.7%	-5.7%	-0.7%
CCOC(=O)c1[nH]c(C)c(C(=O)Nc2ccc(C)cc2C)c1C	-5.9	7.1%	-16.6%	5.8%	-11.2	0.9%	-2.5%	-7.6%
COc1ccc(CNCC(O)(c2ccc(Cl)cc2)c2ccc(Cl)cc2)cc1OC	-7.4	-6.6%	17.9%	22.9%	?	-3.0%	8.7%	3.5%
COc1cccc(NC(=O)c2cnc(NS(=O)(=O)c3ccccc3)nc2)c1	1.1	1.8%	-36.7%	3.3%	10.4	21.9%	1.0%	-1.2%
Cc1ccc(C(=O)Nc2ncc(Cc3ccc(SC(F)F)cc3)s2)cc1	2.2	-8.9%	·	-2.6%	5.4	-13.0%	-9.5%	-5.1%
Cc1ccc2cc3cc(C(=O)NCCCN4CCc5ccccc5C4)oc3nc2c1	-11.8	5.3%	1.8%	-0.8%	-55.4*	6.3%	4.6%	?
CCCCNC(=O)CCCCCn1c(=O)[nH]c2ccccc2c1=O	-10.2	·	-4.8%	·	·	0.7%	-11.3%	·
CCC(C(=O)Nc1ccc(C(=O)OC)cc1)n1nc(-c2ccc(C)c(C)c2)ccc1=O (stereo not given)	-1.0	·	16.5%	·	·	14.2%	3.3%	·
Cc1[nH]nc(-c2ccc(O)cc2O)c1Oc1ccccc1	-0.4	-23.4%	6.8%	6.9%	13.5	6.8%	-18.1%	?
Cc1c(C(=O)OCC(=O)N2CCC(C)CC2)oc2ccccc12	3.4	4.0%	21.8%	2.2%	13.4	-36.6%[inhibitor]	2.0%	11.5%
O=C(NN1CCOCC1)c1cc(-c2cccc(Cl)c2)nc2ccccc12	-1.3	-3.7%	?	-2.1%	22.7	-1.3%	7.0%	-5.6%
CN(C)c1ccc(/C=C/c2cccc[n+]2[O-])cc1	7.8	7.7%	5.1%	17.5%	5.3	-5.1%	12.5%	-6.2%
COc1ccc(C(=O)NCCn2ccc3ccccc32)cc1OC	2.0	-8.8%	1.3%	12.4%	0.3	?	-4.9%	3.8%
COc1cc(CC(=O)NNC(=O)c2cc(C)oc2C)cc(OC)c1OC	7.4	-23.6%	3.6%	-5.2%	10.1	2.4%	-9.5%	1.4%
CCOC(=O)N1CCC(NC(=S)Nc2ccc3nc(N4CCN(CC)CC4)cc(C)c3c2)CC1	-8.8	0.7%	11.7%	6.1%	-15.4	-10.5%	8.9%	0.3%
CCOC(=O)c1ccc(N2C(=O)c3n[nH]c(C)c3C2c2ccc(OCC)cc2)cc1 (stereo not given)	-11.6	·	19.3%	·	·	0.2%	-6.2%	·
COc1ccc(CN2CCOCCOCCOCCOCC2)cc1	0.1	-3.8%	2.3%	8.1%	0.0	-5.5%	5.1%	2.5%
Cc1cs/c(=N\N=C\c2cccc([N+](=O)[O-])c2)n1Cc1ccco1	-8.3	1.5%	·	5.4%	0.0	19.1%	14.8%	-0.5%
CCNc1ccc(S(=O)(=O)N(C)C)cc1NCC(=O)Nc1ccccc1Cl	-3.4	-1.8%	32.3%	16.1%	-22.0	-17.0%	9.9%	-6.2%
COC(=O)[C@@]1(Sc2ccc(C)cc2)CC(=O)N(C(=O)c2ccccc2)[C@@H]1c1ccccc1	5.5	?	?	3.3%	5.9	11.0%	-1.0%	13.3%
Cc1ccc(-c2nc(C#N)c(N3CCCCC3)o2)cc1	4.6	7.3%	-2.3%	12.3%	-22.7	?	-16.2%	-2.4%
CCOC(=O)c1sc(NC(=O)CN(CC(C)C)CC(C)C)c(C(=O)OCC)c1C	-6.7	-1.5%[57.1 µM]	4.5%	5.4%	4.9	10.0%	5.2%	-1.1%
CC(=O)Nc1cccc(NC(=O)CSc2ccc(-c3ccco3)nn2)c1	2.5	-8.7%	27.4%	12.9%	-9.5	-14.7%	6.6%	-0.4%
O=C(c1ccc2ccccc2c1)N1CCN(c2ccc(O)cc2)CC1	-0.1	-1.9%	57.0%	-3.9%	5.8	21.9%	-4.7%	-0.8%
CCC(Sc1nc2ccsc2c(=O)n1Cc1ccc(C(=O)O)cc1)C(=O)Nc1cccc(OC)c1 (stereo not given)	-0.8	11.2%	-11.4%	0.2%	-9.7	2.4%	-2.7%	2.5%
CCCN(CC1CCCO1)C(=O)c1cc(COc2ccc(F)cc2F)on1 (stereo not given)	2.0	12.1%	·	-3.0%	-2.5	-0.7%	-8.2%	7.8%
CCC(=O)Nc1cccc(C(=O)c2ccc(C)c(C)c2)c1	7.3	-3.7%	-8.8%	4.2%	-9.5	23.1%	7.3%	-23.4%
CCOc1cccc2c1Oc1nc(-c3ccccc3)nc(SCC(=O)Nc3ccc(F)cc3)c1C2	7.4	·	-8.9%	·	·	?	-10.3%	·
Nc1nc(N)c2c(n1)CN(Cc1ccc(Cl)cc1)C2	4.5	-7.6%	-4.5%	-3.2%	5.4	20.5%	-24.8%	-12.1%
COc1cccc(C(C)(O)c2nc(-c3ccoc3)cs2)c1 (stereo not given)	-9.5	-5.1%	3.0%	8.5%	-94.7*	15.5%	2.4%	1.0%
O=C(COc1cccc(-n2cnnn2)c1)N1CCOCC1	0.9	19.0%	8.2%	5.9%	9.6	20.8%	17.9%	-5.3%
C[C@@H]1CN([C@@H](C)CO)S(=O)(=O)c2ccc(C#Cc3cccc(F)c3)cc2O[C@@H]1CN(C)CC1CC1	-4.6	-0.5%	5.1%	5.6%	24.1	6.2%	-6.4%	2.6%
CC1CC(=O)N(CC(=O)Nc2ccc(Br)cc2)c2ccccc2S1(=O)=O (stereo not given)	3.5	-11.6%	11.8%	3.3%	-4.0	15.4%	2.8%	7.0%
Cc1ccc(C(C[N+](=O)[O-])c2c(C)cc3ccccn23)cc1 (stereo not given)	-6.2	?	12.4%	12.3%	-7.4	0.0%	?	4.5%
COc1ccc(-c2cnc(NCc3ccc(C)cc3)n2C)cc1	-10.6	·	3.4%	·	·	-19.5%	-11.8%	·
COc1cc(-n2ccnc2SC)c(Cl)cc1Cl	-3.2	10.8%	27.7%	0.4%	-3.4	-3.2%	11.6%	1.3%
CCC(CC)C(=O)Nc1cc(-c2nc3cccnc3s2)ccc1C	-10.3	·	-0.9%	·	·	4.4%	-5.5%	·
Cc1cc(C)c(S(=O)(=O)N2CCCC(C(=O)NCc3ccccn3)C2)c(C)c1 (stereo not given)	1.6	-5.0%	22.3%	6.8%	7.7	-31.7%[inhibitor]	-6.8%	2.8%

A draw from above in order of length of the SMILES, lowest first:
SMILES	DRD3 agonist	EPAC2 antag	FUS yeast rescue	EPAC2 ag	D3 antag	TDP43 rescue	Abeta yeast res	aSyn yeast inh
COc1cc(-n2ccnc2SC)c(Cl)cc1Cl	-3.2	10.8%	27.7%	0.4%	-3.4	-3.2%	11.6%	1.3%
CCC(CC)C(=O)Nc1cc(-c2nc3cccnc3s2)ccc1C	-10.3	·	-0.9%	·	·	4.4%	-5.5%	·
Cc1ccc(C(C[N+](=O)[O-])c2c(C)cc3ccccn23)cc1 (stereo not given)	-6.2	?	12.4%	12.3%	-7.4	0.0%	?	4.5%

This is a subset (hit frequency here may not be typical).
